RAD54 branch: blocks human RAD54 Holliday junction branch migration | FAM/BHQ fluorescence | Q92698 | actives 0.14% (n = 360,000) | inhibition, % at 10.4 µM | AID 602329;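 active = mean normalized replicate activity at least 40 and at least half of replicates scoring 40 or more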;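 note: 0% = median of neutral control wells and 100% = median of positive control wells; inhibitors cause a drop in the FAM fluorescence signal; in these data hits start at about 50%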
XiGFP reactiv: X-chromosome reactivation activator; XiGFP mouse fibroblasts, % GFP-positive cells imaging, 3 d; cells co-treated with 5-aza-dC sensitizer; scaled so ellipticine positive control = 100%; activation, % at 7.58 µM; actives 0.055% (n = 360,000); AID 743238;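 active = mean normalized replicate activation at least 10% and every replicate at or above 10%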;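 note: 0% = median of on-plate neutral control wells and 100% = ellipticine 6 µM median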
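System: 68-5-11 XiGFP fibroblast line | Buffer or medium: DMEM containing 5-aza-dC | Compound: Single point | Times: Compounds 3 days, fix/stain 15 min at room temperature | Benchmarks: Positive control ellipticine, 6 µM final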
ERAP1 HTS inh: inhibitors of human ERAP1 aminopeptidase | Q9NZ08 | recombinant ERAP1, Leu-AMC fluorescence, 60 min | inhibition, % at 10.7 µM | actives 0.15% (n = 340,000) | AID 652197;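 active = mean replicate inhibition of at least 30%, or all replicates individually reaching that 30% level; inactive = mean below 30% and not every replicate reaching it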;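 note: 0% = neutral control wells and 100% = L-leucinethiol positive control wells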
F508del corr: correctors of CFTR F508del function in bronchial epithelial cells | activity (quench increase), % at 7.58 µM | AID 720511 | CFBE cells, YFP halide quenching; stimulated with forskolin plus potentiator P3; % fluorescence drop versus neutral controls | actives 0.36% (n = 350,000);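 active = mean added fluorescence quench of at least 8% versus neutral control, with both replicates also reaching 8%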;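 note: cells transiently co-express mutant CFTR-F508del with the halide-sensitive YFP; corrector assay measuring rescue of mutant channel to the surface after 24 h compound exposure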
ARNT TACC3 PPI: ARNT/TACC3 interaction disruption | inhibition, % at 9.99 µM | actives 0.66% (n = 390,000) | AlphaScreen His-ARNT PAS-B/GST-TACC3 binding, luminescence; TACC3 fragment carries E629A point mutation;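 active = mean inhibition of replicates at least 50% and at least half of replicates each reaching 50%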;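 note: 0% = complete ARNT plus TACC3 wells and 100% = ARNT alone without TACC3; many hits fall short of the cut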
GSIS activator: primary screen for activators of insulin secretion dependent on glucose, INS-1E cells, GLuc reporter luminescence. INS-1E GLuc reporter insulin secretion, 2-3 h. activation, % at 16.6 µM. AID 743287. actives 0.61% (n = 370,000);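 active = lowest replicate activation of at least 40%, so every replicate reaches that level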;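 note: 0% = median of neutral control wells and 100% = median of IBMX positive control wells; some compounds called inactive have numbers as strong as hits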
esBAF inh: inhibitors of esBAF chromatin remodeling in mouse ES cells; actives 2% (n = 350,000); reporter increase, % at 12.5 µM; Bmi1-luciferase knock-in reporter, 24 h; 100% = twice the neutral-well signal; in the data active = activation above about 40%;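 note: 0% = median of the plate's neutral control wells and 100% = double that signal; a rise in the Bmi1 reporter signal indicates esBAF inhibition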
RAD52 anneal inh: inhibitors of human RAD52 DNA annealing | recombinant RAD52 DNA annealing, FRET fluorescence | inhibition, % at 18.7 µM | actives 0.46% (n = 360,000);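 active = every replicate showing at least 50% inhibition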
Target sequence (P43351 whole entry, looked up): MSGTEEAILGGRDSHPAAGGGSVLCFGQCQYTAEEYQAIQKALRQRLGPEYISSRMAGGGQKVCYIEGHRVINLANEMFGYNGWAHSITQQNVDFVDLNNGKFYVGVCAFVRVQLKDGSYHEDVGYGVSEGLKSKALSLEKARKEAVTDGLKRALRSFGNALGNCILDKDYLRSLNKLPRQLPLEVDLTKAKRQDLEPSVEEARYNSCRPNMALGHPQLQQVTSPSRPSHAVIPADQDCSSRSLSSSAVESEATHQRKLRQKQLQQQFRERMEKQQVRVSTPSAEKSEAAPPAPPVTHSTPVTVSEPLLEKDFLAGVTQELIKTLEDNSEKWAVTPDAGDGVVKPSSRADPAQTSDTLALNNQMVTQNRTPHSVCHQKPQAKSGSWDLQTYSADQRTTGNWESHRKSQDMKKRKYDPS
* = called active by the depositor; i = inactive; nt = not tested or not shown; & = joins results of further samples.

cpd	structure	RAD54 branch	XiGFP reactiv	ERAP1 HTS inh	F508del corr	ARNT TACC3 PPI	GSIS activator	esBAF inh	RAD52 anneal inh
1	C[C@@H]1CN([C@@H](C)CO)C(=O)c2cc(C#CC3(O)CCCC3)cnc2O[C@@H]1CN(C)C(=O)CC1CC1	-4	0.1	-7	2.0	-2	37	-1	5
2	COc1ccc(-c2ccc3c(c2)O[C@H](CN(C)C(C)=O)[C@@H](C)CN([C@@H](C)CO)S3(=O)=O)cc1	-3	-0.5	1	-0.6	0	-4	-3	4
3	C[C@H](CO)N1C[C@H](C)[C@H](CN(C)C(=O)C2CC2)Oc2cc(/C=C/c3ccccc3)ccc2S1(=O)=O	-3	0.0	0	-0.8	7	-27	-1	13
4	C[C@@H]1CN([C@H](C)CO)S(=O)(=O)c2ccc(C#CC3(O)CCCC3)cc2O[C@@H]1CN(C)C(=O)Cc1ccncc1	11	-0.1	nt	1.7	9	-4	4	-24
5	O=C(NCCc1c[nH]c2ccccc12)N[C@@H](Cc1ccccc1)C(=O)O	6	0.0	0	1.1	-5	-5	0	-4
6	O=C(NN1C(=O)/C(=C/c2ccc(O)cc2)SC1=S)c1ccccc1O	-147	0.0	0	2.4	16	4	1	i
7	CC(C)CCN1CCN(Cc2cccn2-c2cccnc2)CC1CCO (configuration not stated)	-10	-0.1	-4	0.1	4	0	-9	-17
8	CCOC(=O)/C(O)=C(\C#N)c1nc2ccccc2[nH]1	nt	0.4	6	2.8	-1	-9	nt	-28
9	COc1ccc(CNS(=O)(=O)c2ccc(F)c(C(=O)Nc3ccc(OC)cc3)c2)cc1	nt	0.1	2	-4.0	10	15	nt	-10
10	CCOC(=O)C1CCN(S(=O)(=O)c2cccc(C(=O)Nc3ccccc3)c2)CC1	-8	0.0	-6	-2.4	-2	-24	1	-28
11	CCOC(=O)c1sc(S(C)(=O)=O)c2c1CC(C)(C)C/C2=N/O	-3	0.0	1	-1.2	nt	nt	nt	-18
12	CCOC(=O)c1ccccc1NC(=S)N1CCN(C2CCCCC2)CC1	nt	0.2	nt	0.6	-3	7	-1	2
13	COc1ccc(/C=N/NC(=O)c2ccc(NC(=O)c3cccc([N+](=O)[O-])c3)cc2)c(C(=O)O)c1OC	12	0.0	-4	-0.9	16	-9	0	8
14	C[C@H]1CN([C@@H](C)CO)C(=O)Cc2cc(NC(=O)CCC(F)(F)F)ccc2O[C@@H]1CN(C)Cc1ccccc1	2	-1.2	2	0.2	2	6	0	-2
15	C[C@@H]1CCCCO[C@H](CN(C)C(=O)CCC(F)(F)F)[C@@H](C)CN([C@H](C)CO)C(=O)c2cc(N(C)C)ccc2O1	-10	-0.7	0	0.9	-2	1	1	-5
16	CC(C)c1ccccc1NC(=O)Nc1nnc([C@@H]2C[C@H](O)[C@@H](CO)O2)s1	-8	0.0	-55	1.0	nt	-6	2	-3
17	Cc1ccccc1-n1ncc(C(C)NS(=O)(=O)c2sccc2C)c1C (configuration not stated)	10	0.0	-4	0.9	8	-2	-3	0
18	C[C@H]1CN([C@@H](C)CO)C(=O)c2ccccc2-c2ccccc2CO[C@@H]1CN(C)Cc1ccc(F)cc1	1	0.0	-3	0.7	4	-38	-9	21
19	C[C@H](CO)N1C[C@H](C)[C@H](CN(C)C(=O)NC2CCCCC2)OCCCC[C@H](C)Oc2ccc(N(C)C)cc2C1=O	-4	-0.2	-2	2.8	-3	-11	-4	3
20	CSc1nc2c(c(=O)[nH]1)C(c1ccccc1)C1=C(CC(C)(C)CC1=O)N2 (configuration not stated)	nt	0.0	-2	4.7	nt	-8	nt	3
21	CC(C)c1[nH]c(=O)c(C#N)c2c1COC(C)(C)C2	-14	nt	nt	nt	-2	36	-6	nt
22	O=C(NCCCN1CCCC1=O)C(=O)NCC1OCCCN1S(=O)(=O)c1ccccc1 (configuration not stated)	-2	0.1	-7	0.1	nt	2	-1	4
23	O[C@H]1CN(Cc2cccs2)[C@@H](c2ccc(Cl)cc2)C[C@@H]1n1cc(C2CC2)nn1	-6	0.0	0	-0.1	nt	-15	-2	-20
24	COCCCN(C(=O)c1cc(-c2ccco2)nc2ccccc12)c1c(N)n(Cc2ccccc2)c(=O)[nH]c1=O	-1	0.2	0	-4.9	20	-2	-6	-5
25	COc1ccc2c(CC(=O)Nc3ccc(OC)c(S(=O)(=O)N4CCOCC4)c3)coc2c1	-2	-0.3	7	nt	3	-15	nt	-21
26	CCCCN1C(=O)CC(Nc2ccc(CC)cc2)C1=O (configuration not stated)	nt	nt	-7	1.1	-4	1	nt	0
27	CCCN1[C@@H]2c3ccc(-c4ccccc4)c(=O)n3C[C@@H]2[C@@H](CO)[C@@H]1C(=O)OC	-13	0.0	0	-3.7	0	-1	0	-11
28	Cc1noc(C)c1NC(=O)N(C)C[C@H]1Oc2ccc(NC(=O)c3ccncc3)cc2C(=O)N([C@H](C)CO)C[C@@H]1C	5&-15	0.0&-0.1	4&2	-2.5&-1.5	-2&-6	17&9	-2&-4	-2&-9
29	Cc1ccc(Nc2cc(=O)n(C)c(=O)[nH]2)cc1C	-6	0.0	5	-1.3	nt	9	-2	-5
30	CCCCNC(=O)c1onc(CSc2ccc(Cl)cc2)c1C(=O)NCCCC	4	0.1	9	2.8	-3	nt	-6	-16

Remaining list, next part:
cpd	structure	RAD54 branch	XiGFP reactiv	ERAP1 HTS inh	F508del corr	ARNT TACC3 PPI	GSIS activator	esBAF inh	RAD52 anneal inh
31	CC(C)NC(=O)N(C)C[C@@H]1Oc2ncc(-c3cccc(C#N)c3)cc2C(=O)N([C@H](C)CO)C[C@@H]1C	0&0&4	0.1&0.6	-3&0&1	2.0&-1.2&-0.1	1&1	9&19	-7&-2&-6	-22&1&-4
32	O=C(C[C@H]1CC[C@H]2[C@@H](COC[C@@H](O)CN2CC2CCOCC2)O1)NCC1CC1	3	0.2	-2	1.4	0	6	0	7
33	CNC[C@H]1Oc2cc(C#CC3CCCCC3)ccc2S(=O)(=O)N([C@H](C)CO)C[C@@H]1C	3	-0.8	-3	0.6	11	3	-3	-27
34	COc1cccc(NC(=O)Nc2cc(C(=O)NC(C)C)ccc2N2CC3CC(C2)c2cccc(=O)n2C3)c1 (configuration not stated)	-1	0.0	-3	3.0	0	-6	12	-4
35	Cc1ccc(S(=O)(=O)N2CCN(C(=O)COC(=O)CCOc3ccccc3C)CC2)c(C)c1	-4	0.0	17	-2.4	-9	-2	3	-10
36	COc1ccc(CN(C(=O)CCC(=O)N2CCCCC2)c2nccs2)cc1OC	nt	0.0	10	-0.2	-10	-6	nt	-11
37	CCCCCCCCN1C(=O)[C@@H](CC(=O)N2CCN(C(=O)OCC)CC2)C[C@@]2(C(=O)OC)C1=C[C@H](C(C)(C)C)O[C@@H]2C	nt	0.2	-5	1.9	nt	nt	nt	-8
38	CNC(=O)C[C@@H]1CC[C@@H]2[C@H](COC[C@@H](O)CN2C(=O)c2ccc3c(c2)OCO3)O1	-1	0.2	-2	1.4	-3	5	-6	-59
39	CCCNC(=O)N1C[C@@H](O)COC[C@H]2O[C@@H](CC(=O)N[C@H]3CCN(Cc4ccccc4)C3)CC[C@@H]21	-6	0.0	nt	-0.7	3	-6	1	nt
40	Cc1noc(C)c1NC(=O)N(C)C[C@@H]1Oc2ncc(C#CCN(C)C)cc2C(=O)N([C@H](C)CO)C[C@@H]1C	0&3	0.0	3&2	-1.4&0.3	-4&-2	10	-3&-1	-34&-15
41	COc1cc(S(=O)(=O)Nc2cccc3cn[nH]c23)c(OC)cc1C	-13	0.0	7	-0.4	-14	-17	-6	-19
42	C/C=C(\NC(C)=O)c1ccccc1	-6	-0.2	1	-1.7	-3	3	-3	-10
43	Cc1cccc(CCNCc2c(C(=O)O)c(C)n(-c3ccccc3)c2C)c1	6	0.3	-2	3.3	14	-15	-2	-29
44	CCOC(CNC(=O)c1cc2c(=O)n(CC)c3ccccc3c2s1)OCC	0	0.1	2	-1.6	-7	13	12	-19
45	C[C@@H]1CN([C@@H](C)CO)C(=O)c2cc(NC(=O)CCCCCC(=O)Nc3ccccc3N)ccc2O[C@H]1CN(C)C(=O)Nc1cccc2ccccc12	nt	0.1	-1	0.4	nt	0	nt	-19
46	COc1ccc(NS(=O)(=O)c2ccc(O)c(NC(=O)c3ccc(S(=O)(=O)N4CCCC4)cc3)c2)cc1	-4	0.0	-1	-3.9	10	-25	-7	-17
47	CSc1ccc(CN2CCC(C)(Oc3ccccc3F)C2)cc1 (configuration not stated)	-7	-0.1	0	-3.6	nt	-20	0	-24
48	Cc1ccc(S(=O)(=O)N2C[C@H]3[C@@H](c4ccccc42)[C@H](CO)N3Cc2cccnc2)cc1	5	0.2	nt	-0.5	1	5	0	-42
49	COc1ccccc1CNc1nc(NCc2cccs2)nc2ccsc12	-5	-0.1	-1	1.0	nt	-25	-1	-10
50	CCNC(=O)C[C@H]1CC[C@H]2[C@H](COc3ccc(NC(=O)Cc4cccs4)cc3C(=O)N2C)O1	3	0.0	-4	-2.3	-5	1	-1	9
51	O=C1NC[C@@H](CCCCN2C[C@H](Cc3ccc(O)cc3)N(CCC3CCCCC3)C(=O)C2=O)N(Cc2ccccc2)C1=O	nt	0.3	-2	-1.5	nt	-15	nt	5
52	COc1ccc(NC(=O)c2c(C)noc2-c2snnc2C)cc1	nt	0.2	2	4.1	2	-1	-4	-9
53	O=C(Nc1ccccc1NS(=O)(=O)c1ccc(F)cc1)C1CCC1	4	0.2	0	-1.0	-2	0	1	-20
54	O=C(COC(=O)c1ccccc1Cl)NCCC1=CCCCC1	nt	0.1	1	-0.5	16	-22	nt	1
55	NC(=O)C1CN(C(=O)c2cccc(S(=O)(=O)N3CCc4ccccc43)c2)c2ccccc2O1 (configuration not stated)	0	0.0	-1	3.2	-3	5	-5	-26
56	C[C@@H]1CCCCO[C@H](CN(C)S(=O)(=O)c2cn(C)cn2)[C@@H](C)CN([C@@H](C)CO)C(=O)c2cc(NC(=O)C3CCCCC3)ccc2O1	-2	-0.7	-3	-0.7	-3	-4	-3	4
57	COCC(=O)Nc1ccc2c(c1)[C@@H]1C[C@H](CC(=O)NCC3CC3)O[C@@H](CO)[C@@H]1O2	-10	0.0	0	-0.2	-13	12	-5	-6

Ordered by molar mass (falling): three of the compounds above.
cpd	structure	RAD54 branch	XiGFP reactiv	ERAP1 HTS inh	F508del corr	ARNT TACC3 PPI	GSIS activator	esBAF inh	RAD52 anneal inh
56	C[C@@H]1CCCCO[C@H](CN(C)S(=O)(=O)c2cn(C)cn2)[C@@H](C)CN([C@@H](C)CO)C(=O)c2cc(NC(=O)C3CCCCC3)ccc2O1	-2	-0.7	-3	-0.7	-3	-4	-3	4
51	O=C1NC[C@@H](CCCCN2C[C@H](Cc3ccc(O)cc3)N(CCC3CCCCC3)C(=O)C2=O)N(Cc2ccccc2)C1=O	nt	0.3	-2	-1.5	nt	-15	nt	5
40	Cc1noc(C)c1NC(=O)N(C)C[C@@H]1Oc2ncc(C#CCN(C)C)cc2C(=O)N([C@H](C)CO)C[C@@H]1C	0&3	0.0	3&2	-1.4&0.3	-4&-2	10	-3&-1	-34&-15
